RXFP1 ag: qHTS Assay for Agonists of the Relaxin Receptor RXFP1; Relaxin receptor 1 (Homo sapiens), Q9HBX9; HEK293T-RXFP1 cAMP TR-FRET, 30 min; response scale: percent of porcine relaxin response, buffer zero; Potency, µM (series often up to 57.5 µM), for inactives: at the top dose activation, usual class: activators; 0.3% of 370,000 active; AID 2676, 2010; also: potency is read from the fitted curve at half-maximal effect; % is scaled to controls: 0 for no effect and ±100 for the full control effect; nearly all actives have a fitted effect of over 60% in size; many of its hits are not listed in these tables
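HEK293T cells stably expressing RXFP1 were pretreated with the PDE4 inhibitor Ro 20174, exposed to compounds for 30 min at 37C, lysed, and cAMP was read by TR-FRET. Data normalized to buffer (basal) and 29 nM porcine relaxin (100%).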
Vif-A3G inh: qHTS for Inhibitors of Vif-A3G Interactions: qHTS; DNA dC->dU-editing enzyme APOBEC-3G (Homo sapiens), Q9HC16; HeLa A3G-eYFP + Vif (tagged APOBEC3G with the HIV-1 protein that degrades it), YFP fluorescence, overnight; Potency, µM (titrated, usually from 46.1 µM), without a hit: at the top dose activity, negative = active, actives largely listed as inhibitors; 0.076% of 410,000 active; AID 602310, 2012;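 also: potency is read from the fitted curve at half-maximal effect; % is scaled to controls: 0 for no effect and ±100 for the full control effect; nearly all actives have a fitted effect of over 60% in size; hits raise eYFP signal because A3G escapes Vif-driven loss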
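HeLa cells stably expressing Vif and C-terminally eYFP-tagged A3G, seeded overnight at 37 deg C, then exposed to compound by pintool overnight at 37 deg C. Rise in yellow fluorescence (Ex 488/Em 500-530, Acumen) marks blocked Vif-driven A3G degradation.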
RXFP1 antag: qHTS Assay for Antagonists of the Relaxin Receptor RXFP1 | Relaxin receptor 1 (Homo sapiens), Q9HBX9 | HEK293-RXFP1, relaxin-stimulated cAMP HTRF, 30 min; hits give low values | activity change, negative = inhibition, % at 57.5 µM | 0.59% of 350,000 active;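 active = activity change of -60% or lower, but not beyond a set lower limit; inconclusive = change between -60% and -40%, or beyond the set limit; inactive = change above -40%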; also: % is scaled to controls: 0 for no effect and ±100 for the full control effect
Glioma ERSR ind: qHTS for Inducers of the Endoplasmic Reticulum Stress Response (ERSR) in Human Glioma: qHTS; U87-MG GRP78 promoter luciferase reporter, 16 h; 0.02% of 420,000 active; AID 602332, 2012; Potency, µM, without a hit: at the highest dose activation, usual class: activators; also: potency is read from the fitted curve at half-maximal effect; series mostly up to about 76 µM; % of control where 0% means no effect; nearly all actives have a fitted effect of over 35% in size
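ERSR induction read as luciferase luminescence (Bright-Glo, 10 min at room temperature) in stably transfected human U87-MG glioma cells exposed to compounds for 16 h, using GRP78 as sensor.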
D2 potentiator: HTS Assay for Positive Allosteric Modulators of the Human D2 Dopamine Receptor: Primary Screen for Potentiators; potentiation, % at 10 µM; HEK293 T-REx D2, calcium flux, EC20 dopamine potentiation; D(2) dopamine receptor (Homo sapiens), P14416; 0.34% of 340,000 active; AID 485347, 2010;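 active = potentiation over 3 SD above the plate norm, cut at about 30% in these data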; also: 0% is about no effect
Target sequence (P14416 whole entry, looked up): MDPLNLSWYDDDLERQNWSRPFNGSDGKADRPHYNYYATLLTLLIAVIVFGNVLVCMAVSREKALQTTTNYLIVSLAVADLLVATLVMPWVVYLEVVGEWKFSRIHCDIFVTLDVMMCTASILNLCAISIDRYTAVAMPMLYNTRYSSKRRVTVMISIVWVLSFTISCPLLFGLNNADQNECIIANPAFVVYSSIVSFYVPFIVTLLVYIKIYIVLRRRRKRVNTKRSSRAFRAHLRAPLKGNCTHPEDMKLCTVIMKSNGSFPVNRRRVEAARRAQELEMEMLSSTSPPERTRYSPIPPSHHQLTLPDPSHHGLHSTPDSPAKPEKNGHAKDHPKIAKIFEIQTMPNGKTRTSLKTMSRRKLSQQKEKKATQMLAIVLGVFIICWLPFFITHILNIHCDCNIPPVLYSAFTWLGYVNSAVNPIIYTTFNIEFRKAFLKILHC
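Calcium flux readout, no-wash dye, 1 read/s. Inducible HEK293 Trex D2 line, overnight 30 C. Compound alone 180 s (agonist flags), then EC20 dopamine, another 180 s to score potentiation.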
D1 agonist: Allosteric Agonists of the Human D1 Dopamine Receptor: qHTS | D(1A) dopamine receptor (Homo sapiens), P21728 | HEK293 T-REx D1 cells, calcium flux, agonist mode | activation, % at 2 µM | 1% of 360,000 active; in the data active = activation above about 30%; also: 0% is about no effect
Target sequence (P21728 whole entry, looked up): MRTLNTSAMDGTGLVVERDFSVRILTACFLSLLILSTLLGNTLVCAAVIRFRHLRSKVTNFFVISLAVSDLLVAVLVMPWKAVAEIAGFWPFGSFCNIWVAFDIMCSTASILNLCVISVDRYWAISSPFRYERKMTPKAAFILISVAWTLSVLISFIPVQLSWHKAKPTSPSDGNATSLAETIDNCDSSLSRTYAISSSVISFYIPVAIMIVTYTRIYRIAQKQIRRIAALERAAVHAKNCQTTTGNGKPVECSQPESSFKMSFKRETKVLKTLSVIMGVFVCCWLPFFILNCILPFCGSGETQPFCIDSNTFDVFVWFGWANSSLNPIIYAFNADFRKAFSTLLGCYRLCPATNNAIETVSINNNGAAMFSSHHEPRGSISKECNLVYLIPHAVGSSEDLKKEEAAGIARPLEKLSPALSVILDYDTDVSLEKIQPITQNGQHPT
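Agonism was scored from calcium flux recorded over 180 s (1 read/s) after pintool compound addition, following a 10-cycle baseline. Cells were inducible force-coupled HEK293 TREx D1, plated overnight at 30 C and loaded with no-wash calcium dye.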
D1 antag: Antagonist of Human D 1 Dopamine Receptor: qHTS | D(1A) dopamine receptor (Homo sapiens), P21728 | HEK293 TREx D1 cells, calcium flux, dopamine EC80; hits give low values | activity change, negative = inhibition, % at 10 µM | 3.2% of 360,000 active | AID 504652, 2011; in the data active = activity change below about -30%; also: % is scaled to controls: 0 for no effect and ±100 for the full control effect
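Inducible Hek293 Trex D1 cells (tetracycline, overnight, 30 C). Calcium dye 30–90 min RT. Antagonist mode: EC80 dopamine added after 180 s compound read.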
Vif-A3F inh: qHTS for Inhibitors of Vif-A3F Interactions: qHTS. HeLa A3F-eYFP + Vif (tagged APOBEC3F with the HIV-1 protein that degrades it), YFP fluorescence increase. Potency, µM (series often up to 46.1 µM), for inactives: at the highest dose activity, negative = active. 0.2% of 390,000 active; also: potency is read from the fitted curve at half-maximal effect; % of control where 0% means no effect; nearly all actives have a fitted effect of over 65% in size
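HeLa cells stably expressing A3F-eYFP plus Vif, plated and incubated overnight at 37 deg C, then exposed to compounds overnight at 37 deg C. Blocked degradation read as raised yellow fluorescence (Ex 488/Em 500-530).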
D1 potentiator: Potentiators of Human D1 Dopamine Receptor: qHTS; potentiation, % at 10 µM; D(1A) dopamine receptor (Homo sapiens), P21728; HEK293 TREx D1 cells, calcium flux, dopamine EC20 potentiation; 0.036% of 360,000 active; AID 504651, 2011; in the data active = potentiation above about 30%; also: 0% is about no effect
Active calls of the source: *; ? = inconclusive; / = not tested or not shown; & = joins results of further samples. Unless noted, calls follow the shape of the dose curve; as a rule, active = well fitted curve in the direction sought with a large enough effect; inconclusive = small, poorly fitted or top-dose-only effect, or another doubt; inactive = no such curve, though single readings can be large; an effect the other way counts as inactive or inconclusive.

SMILES | RXFP1 ag | Vif-A3G inh | RXFP1 antag | Glioma ERSR ind | D2 potentiator | D1 agonist | D1 antag | Vif-A3F inh | D1 potentiator
COc1ccc(F)c(CN2CCC(n3nccc3NC(=O)CCCc3ccccc3)CC2)c1 | 2.0% | -3% | -12 | -1% | 11 | 5 | 2 | -8% | 4
Cc1[nH]n(C)c(=O)c1C(=O)c1c(-c2c(Cl)cccc2Cl)noc1C | 1.2% | ? | -5 | -1% | 2 | 4 | -9 | 1% | 1
O=C1c2ccccc2C(=O)N1CCCCN(C(=O)c1ccc([N+](=O)[O-])cc1)c1ccc(Cl)cc1 | 1.3% | 0% | 7 | -4% | -3 | 2 | 7 | -3% | 1
COc1ccc(C(=O)N2CCc3cc(OC)c(OC)cc3C2COc2ccc3c(C)cc(=O)oc3c2)c(OC)c1 (centres undefined) | 7.2% | -2% | -14 | -4% | 11 | 2 | -2 | -3% | 2
O=C(/C=C/Nc1ccccc1)c1cnc(-c2ccccc2)s1 | 4.5% | 2% | -7 | 0% | 5 | 8 | 4 | -8% | -4
O=C(Cc1ccc(-c2ccccc2)cc1)Nc1ccccn1 | 2.6% | -5% | -8 | ? | 5 | 5 | -22 | ? | /
CCCOc1ccc(Cl)cc1/C=C1/C(=O)ON=C1C | 3.3% | -3% | 0 | -2% | / | 5 | -2 | -22% | 2
COc1ccccc1CNC(=O)c1cc2c(-c3ccc(Cl)cc3)nn(C)c2s1 | 5.2% | -4% | -6 | -2% | 4 | -2 | 12 | 3% | 3
COc1ccc(-n2nc3c(=O)[nH][nH]c3cc2=O)cc1 | -3.3% | -13% | -11 | -6% | -3 | 1 | 3 | 7% | -1
CN(C)c1nc(N)c([N+](=O)[O-])c(N2CCCCCC2)n1 | -0.8% | -6% | -2 | 0% | 3 | 1 | -10 | 4% | 2
CN1C(=O)Cc2cc(S(=O)(=O)NCCc3ccccc3)ccc21 | -3.8%&3.0% | 5%&2% | -13&-1 | -2%&1% | -4&-13 | 4&2 | -1&8 | 5%&-19% | -4&-4
Cc1cc(C)c(C)c(OCC(=O)NCC2CCCO2)c1 (centres undefined) | 0.4% | 0% | -3 | -1% | 1 | 1 | -14 | 3% | 0
O=C(Cc1ccccc1[N+](=O)[O-])NNC(=O)c1ccncc1 | 2.0% | 3% | 7 | 1% | 0 | 1 | 14 | 0% | 1
CCc1ccc(OCc2nnc(SCC(=O)N3CCN(c4ccccc4)CC3)o2)cc1 | 1.5% | 0% | -6 | -8% | 3 | 2 | 2 | 0% | -3
COCCn1c(SCCCC(=O)c2ccc(Br)cc2)nnc1-c1ccncc1 | 0.4% | 3% | / | -2% | 0 | 10 | -17 | 3% | 7
Nc1nnc(-c2ccccc2)s1 | 0.4% | 4% | -4 | -3% | -4 | 0 | -7 | -4% | -1
CC(=O)Nc1ccc(S(=O)(=O)NCCc2cn3nc(C)c(C)nc3n2)cc1 | 6.3% | 0% | 4 | -3% | 1 | 5 | -12 | 4% | -5
COc1ccc(NC(=O)C(C)Sc2ccccc2)cc1 (centres undefined) | -0.6% | 0% | -5 | -2% | 6 | 0 | -10 | -3% | -5
NC(=O)C1CCN(S(=O)(=O)c2cccc(C(=O)O)c2)CC1 | 1.8% | -2% | -9 | 2% | 0 | 0 | 3 | -11% | -4
CN(C)c1ccnc2sc(C(=O)c3ccc(Br)cc3)c(N)c12 | -1.4% | -2% | 9 | 2% | -9 | 6 | -21 | -10% | 1

Shown comma-delimited: 2 of the compounds above.
Molecule,RXFP1 ag,Vif-A3G inh,RXFP1 antag,Glioma ERSR ind,D2 potentiator,D1 agonist,D1 antag,Vif-A3F inh,D1 potentiator
CN1C(=O)Cc2cc(S(=O)(=O)NCCc3ccccc3)ccc21,-3.8%&3.0%,5%&2%,-13&-1,-2%&1%,-4&-13,4&2,-1&8,5%&-19%,-4&-4
Cc1cc(C)c(C)c(OCC(=O)NCC2CCCO2)c1 (centres undefined),0.4%,0%,-3,-1%,1,1,-14,3%,0

Further structures
SMILES | RXFP1 ag | Vif-A3G inh | RXFP1 antag | Glioma ERSR ind | D2 potentiator | D1 agonist | D1 antag | Vif-A3F inh | D1 potentiator
Brc1cccc(-c2nn(-c3ccccc3)c3c2cnc2cc4c(cc23)OCO4)c1 | 4.3% | -3% | / | -2% | 11 | -2 | 0 | 1% | 0
CCc1c(C)c(C#N)c2nc3ccccc3n2c1NCCOC | -3.5% | -6% | -10 | -3% | 7 | 2 | -1 | 2% | -1
Cc1ccc(C(=O)CSc2nnc(COc3ccccc3)o2)cc1 | 0.0% | 2% | -5 | -9% | -10 | 7 | -4 | -27% | -8
COc1ccc(CCN2CC(C(=O)Nc3ccccc3F)CC2=O)cc1OC (centres undefined) | 3.1% | 0% | ? | -3% | -7 | 2 | 5 | -9% | 0
CN1CCc2c(C#N)c(N3CCCCC3)nc(N3CCOCC3)c2C1 | / | 0% | -5 | -3% | / | / | / | -17% | /
COc1cccc(-n2c(=S)sc3c(=O)n(-c4ccccc4OC)c(SCC4OCCO4)nc32)c1 | -2.7% | -9% | 0 | -4% | / | 2 | -2 | -2% | -2
Cc1ccccc1C(=O)N=c1c(C#N)cc2c(=O)n3cccc(C)c3nc2n1Cc1ccco1 | 1.3% | / | / | / | 2 | 1 | -12 | / | -1
COc1ccc(Oc2nc3ccccc3n(C)c2=O)cc1 | 0.8% | 2% | 15 | -3% | 7 | 3 | -15 | 2% | -11
Cc1nn(-c2ccccc2)c(C)c1C(=O)Nc1nnc(-c2ccco2)o1 | 0.0% | 0% | -1 | -2% | -1 | 2 | -1 | 11% | -2
COc1cccc(CC(=O)OCC(=O)N(C)CC(=O)Nc2ccccc2Cl)c1 | 0.0% | 3% | 1 | -2% | -4 | 1 | 0 | -9% | -5

A different layout for 7 compounds above:
Value order – RXFP1 ag	Vif-A3G inh	RXFP1 antag	Glioma ERSR ind	D2 potentiator	D1 agonist	D1 antag	Vif-A3F inh	D1 potentiator
> COc1ccc(CCN2CC(C(=O)Nc3ccccc3F)CC2=O)cc1OC (centres undefined)
→ 3.1%	0%	?	-3%	-7	2	5	-9%	0
> CN1CCc2c(C#N)c(N3CCCCC3)nc(N3CCOCC3)c2C1
→ /	0%	-5	-3%	/	/	/	-17%	/
> COc1cccc(-n2c(=S)sc3c(=O)n(-c4ccccc4OC)c(SCC4OCCO4)nc32)c1
→ -2.7%	-9%	0	-4%	/	2	-2	-2%	-2
> Cc1ccccc1C(=O)N=c1c(C#N)cc2c(=O)n3cccc(C)c3nc2n1Cc1ccco1
→ 1.3%	/	/	/	2	1	-12	/	-1
> COc1ccc(Oc2nc3ccccc3n(C)c2=O)cc1
→ 0.8%	2%	15	-3%	7	3	-15	2%	-11
> Cc1nn(-c2ccccc2)c(C)c1C(=O)Nc1nnc(-c2ccco2)o1
→ 0.0%	0%	-1	-2%	-1	2	-1	11%	-2
> COc1cccc(CC(=O)OCC(=O)N(C)CC(=O)Nc2ccccc2Cl)c1
→ 0.0%	3%	1	-2%	-4	1	0	-9%	-5

The results go on:
SMILES | RXFP1 ag | Vif-A3G inh | RXFP1 antag | Glioma ERSR ind | D2 potentiator | D1 agonist | D1 antag | Vif-A3F inh | D1 potentiator
COCc1ccc(C(=O)NC2CCCN(Cc3ccccc3F)C2)o1 (centres undefined) | 0.0% | 1% | -6 | -4% | 11 | 3 | 6 | 3% | -7
CCCC(C(=O)NCc1ccc(OC)cc1)N(Cc1ccco1)C(=O)c1snc(C(N)=O)c1N (centres undefined) | 0.1% | -1% | 7 | -2% | -5 | 0 | 15 | 7% | -7
CC12CCC(=O)N1C(C(=O)Nc1nc3ccccc3s1)CS2 (centres undefined) | 3.5% | 1% | 14 | 1% | -3 | 0 | -11 | 0% | 2
COC(=O)c1sccc1NC(=O)CN(C)NS(=O)(=O)c1ccc(F)cc1 | 1.7% | -12% | 20 | -3% | 9 | 6 | -13 | -1% | 6
Cc1ccccc1N(C(=O)c1csnn1)C(C(=O)NC1CCCC1)c1ccncc1 (centres undefined) | 1.0% | 1% | 23 | -3% | 2 | 3 | 3 | -4% | -2
CCOC(=O)C1=C(COC(=O)c2ccccc2[N+](=O)[O-])NC(=O)NC1C (centres undefined) | 0.8% | 1% | 0 | 0% | -1 | 1 | -2 | 1% | -3
C=CCn1c(=S)[nH]c2ccccc2c1=O | -0.1% | 2% | -35 | 3% | 2 | 3 | -7 | -12% | -6
COc1ccc(S(=O)(=O)N2CCN(CCO)CC2)cc1-c1nnc2c3ccccc3c(C)nn12 | 21% | 1% | / | -4% | -4 | 2 | 4 | -8% | -1
CC(C)CN(C(=O)CCC(=O)OCC(=O)c1ccc(F)c(F)c1)c1c(N)n(CC(C)C)c(=O)[nH]c1=O | 3.0% | -9% | -3 | -2% | 8 | 2 | -7 | 1% | 0
CC1=Nc2cc(C(=O)NCCCN3CCN(C)CC3)ccc2Sc2ccc(C)cc21 | -3.4% | 0% | -15 | -2% | -5 | 4 | -1 | -7% | 3
CCOC(=O)CN1C(=O)S/C(=C/c2ccc(O)c([N+](=O)[O-])c2)C1=O | -1.6% | 4% | -37 | 0% | 0 | 17 | -8 | 3% | -4
O=C(Nc1nnc(-c2ccccc2Cl)o1)c1ccc(S(=O)(=O)N2CCCCCC2)cc1 | 1.0% | 8% | 8 | -5% | 13 | 12 | -7 | 3% | -1
CC(=O)Nc1nc(-c2ccc3c(c2)CCN3S(C)(=O)=O)cs1 | -1.3% | -9% | 7 | 4% | -6 | 6 | -11 | -3% | 0

Compound activity: PubChem, National Center for Advancing Translational Sciences (NCATS)

The list is partial; the hit share may differ from the screen's.
